Assay outcomes: PubChem, National Center for Advancing Translational Sciences (NCATS)
HP1b chromo inh: HTS for Inhibitors of HP1-beta Chromodomain Interactions with Methylated Histone Tails; AID 540317, 2011; 0.56% of 390,000 active; Potency, µM (top dose mostly 114 µM), inactives show top-dose activity change, negative = inhibition, hits mostly inhibitors; AlphaScreen HP1-beta / biotin-H3K9me3 peptide binding; note: nearly all actives have a fitted effect of over 70% in size; inactives centre near 23
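Compound inhibition of the preformed complex between 50 nM HP1-beta and 50 nM biotinylated H3K9me3 peptide was read by AlphaScreen. Buffer was PBS pH 7.4 with 0.01% Tween-20. Incubations ran 30 min at room temperature, with 10 ug/mL donor/acceptor beads.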
BLM inh: qHTS Assay for Inhibitors of Bloom's syndrome helicase (BLM); recombinant BLM DNA unwinding, fluorescence dequenching; Potency, µM (titrated, usually from 56.1 µM), inactives show at the highest dose activity change, negative = inhibition, most hits filed as inhibitors; 0.2% of 350,000 active; AID 2528, 2010;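 note: plate controls were vehicle for no effect and no enzyme for full effect; nearly all actives have a fitted effect of over 35% in size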
GLS inhibitor: qHTS for Inhibitors of Glutaminase (GLS); Glutaminase kidney isoform, mitochondrial (Homo sapiens), O94925; GLS enzymatic activity, qHTS titration; Potency, µM (doses to about 45.5 µM), for inactives: at the highest dose activity change, negative = inhibition, usual class: inhibitors; 0.21% of 410,000 active; note: % is set by controls: 0 for no effect and ±100 for the full control effect
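Compounds were pin-transferred onto hKGA, after which L-glutamine (1 mM solution) and a detection mix of glutamate oxidase, HRP and Amplex Red were added. Initial and 30 min RT fluorescence reads were collected.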
G9a inh: qHTS Assay for Inhibitors of Histone Lysine Methyltransferase G9a; Histone-lysine N-methyltransferase EHMT2 (Homo sapiens), Q96KQ7; G9a H3K9 monomethylation, AlphaScreen, 2 h; Potency, µM (highest dose often 102 µM), for the others: at the top dose activity, negative = inhibition, hits mostly inhibitors; 8.8% of 350,000 active; note: % is set by controls: 0 for no effect and ±100 for the full control effect; nearly all actives have a fitted effect of over 75% in size
Target sequence (Q96KQ7 913-1193 limits assumed): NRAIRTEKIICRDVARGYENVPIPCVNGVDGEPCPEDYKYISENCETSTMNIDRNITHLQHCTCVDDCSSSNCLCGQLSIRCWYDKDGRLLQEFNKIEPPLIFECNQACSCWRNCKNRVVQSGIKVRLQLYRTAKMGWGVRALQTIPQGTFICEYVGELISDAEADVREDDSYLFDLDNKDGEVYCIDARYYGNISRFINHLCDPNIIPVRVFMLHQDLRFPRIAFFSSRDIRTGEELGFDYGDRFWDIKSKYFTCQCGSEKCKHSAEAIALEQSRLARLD
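Compounds were preincubated with 20 nM G9a for 15 min, after which biotinylated H3K9 peptide (500 nM) and SAM (20 uM) started a 2 h room-temperature reaction. Monomethylated product was quantified by antibody-based AlphaScreen chemiluminescence.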
Pin1 inhibitor: qHTS Assay to Find Inhibitors of Pin1; Peptidyl-prolyl cis-trans isomerase NIMA-interacting 1 (Homo sapiens), Q13526; Pin1 FP peptide displacement, HiFluor488, 10 min; Potency, µM (titrated, usually from 115 µM), for inactives: top-dose activity, negative = inhibition, most hits filed as inhibitors; 0.009% of 390,000 active; AID 504891, 2011; active = well fitted inhibition curve with a large enough effect in the polarisation, with a control signal flat, not every such curve was filed as active; inconclusive = small, poorly fitted or top-dose-only effect, or effect the other way, or a change in a side signal; inactive = no such curve, though single readings can be large or run the other way; the % refers to the polarisation; note: % is set by controls: 0 for no effect and ±100 for the full control effect
Target sequence (Q13526 whole entry, looked up): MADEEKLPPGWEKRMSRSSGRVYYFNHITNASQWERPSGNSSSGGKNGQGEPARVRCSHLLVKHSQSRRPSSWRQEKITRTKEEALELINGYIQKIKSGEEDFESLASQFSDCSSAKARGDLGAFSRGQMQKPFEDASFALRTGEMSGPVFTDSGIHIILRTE
POLI inh: qHTS for Inhibitors of Polymerase Iota. Potency, µM (series often up to 115 µM), inactives show top-dose activity, negative = inhibition, usual class: inhibitors. Pol iota fluorescent replication assay, 10 min. DNA polymerase iota (Homo sapiens), Q9UNA4. 1% of 390,000 active
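Pol iota at 10 nM preincubated 15 min with compounds at room temperature; reaction started with fluorescent substrate, 50 nM final. Fluorescence read kinetically at 0 and 10 min; buffer-only wells as negative control.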
BAZ2B block: qHTS Assay for Inhibitors of BAZ2B; AlphaScreen BAZ2B-H3K14Ac peptide displacement; Bromodomain adjacent to zinc finger domain protein 2B (Homo sapiens), Q9UIF8; Potency, µM (doses to about 114 µM), for the others: at the highest dose activity change, negative = inhibition, hits mostly inhibitors; 4.4% of 360,000 active; note: % is set by controls: 0 for no effect and ±100 for the full control effect; nearly all actives have a fitted effect of over 60% in size
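Multi-concentration screen (max 110 uM) measuring displacement of acetylated histone H3 peptide from BAZ2B by AlphaScreen, using 50 nM protein, 50 nM peptide and 10 ug/mL streptavidin donor plus Ni-chelate acceptor beads.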
Tb PGK inh: qHTS Assay to Find Inhibitors of Phosphoglycerate Kinase | Potency, µM (highest dose often 57.5 µM), inactives show at the top dose activity change, negative = inhibition, usual class: inhibitors | PGK/GAPDH coupled, Kinase-Glo luminescence, 60 min | 0.043% of 380,000 active | AID 602233, 2012 | Phosphoglycerate kinase, glycosomal (Trypanosoma brucei brucei), P07378; note: % is set by controls: 0 for no effect and ±100 for the full control effect; nearly all actives have a fitted effect of over 60% in size
Target sequence (P07378 whole entry, looked up): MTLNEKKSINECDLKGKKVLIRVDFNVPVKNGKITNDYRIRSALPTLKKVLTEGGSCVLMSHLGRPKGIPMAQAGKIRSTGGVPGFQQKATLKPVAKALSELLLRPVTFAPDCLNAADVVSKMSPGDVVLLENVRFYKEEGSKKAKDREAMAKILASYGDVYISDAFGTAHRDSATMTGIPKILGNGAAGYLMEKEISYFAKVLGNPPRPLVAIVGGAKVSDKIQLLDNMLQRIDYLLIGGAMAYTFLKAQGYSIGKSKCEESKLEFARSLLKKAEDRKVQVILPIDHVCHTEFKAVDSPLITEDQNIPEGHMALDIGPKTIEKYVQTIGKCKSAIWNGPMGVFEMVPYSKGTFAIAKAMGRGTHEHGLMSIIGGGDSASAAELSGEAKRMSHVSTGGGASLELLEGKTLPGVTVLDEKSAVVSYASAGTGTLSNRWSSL
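Recombinant glycosomal PGK reaction used 1,3-bisphosphoglycerate generated in-well by GAPDH (100nM final) in 100mM TEA pH 7.6, 5mM MgCl2, 0.01% Tween-20. After 60 minutes at room temperature, ATP was read by Kinase-Glo Plus luminescence end-point.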
JMJD2A Tudor: qHTS Assay for Inhibitors of JMJD2A-Tudor Domain | Lysine-specific demethylase 4A (Homo sapiens), O75164 | AlphaScreen JMJD2A-Tudor / H3K4me3 peptide binding | Potency, µM (titrated, usually from 114 µM), for inactives: at the top dose activity change, negative = inhibition, actives largely listed as inhibitors | 4.4% of 390,000 active | AID 504339, 2011; note: % is set by controls: 0 for no effect and ±100 for the full control effect; nearly all actives have a fitted effect of over 50% in size
An asterisk follows results filed as active; i = inactive; u = inconclusive; x = no result given; & = joins results of further samples; ! = not active in a repeat; [ ] = remark or other dose. Unless noted, calls come from the whole dose curve; as a rule, active = well fitted curve in the direction sought with a large enough effect; inconclusive = small, poorly fitted or top-dose-only effect, or another doubt; inactive = no such curve, though single readings can be large; an effect the other way counts as inactive or inconclusive. Potency is the fitted concentration of half-maximal effect. A portion of the library. The share of hits here may be higher or lower than overall.

Sample of the layout, eleven compounds:
1: CCC1(CC)C(=O)NC(=Nc2cccc(C(F)(F)F)c2)NC1=O
2: COc1cc(CN=C(C)c2c(O)n(C3CCCCC3)c(=O)[nH]c2=O)cc(OC)c1
3: Cc1cnc(-n2c(=S)[nH]c3ccccc3c2=O)s1
4: Cc1c2ccncc2c(C)c2c1[nH]c1ccccc12
5: O=P1(Oc2ccccc2)CC(O)C(O)C(COCc2ccccc2)O1 (stereo not drawn)
6: O=C(CN1CC=C(c2ccccc2)CC1)NC(=O)NCc1ccccc1
7: COc1ccc(OC)c(/C=N/OC(=O)Nc2ccc(Cl)cc2)c1
8: Cc1ccc(C(=O)COC(=O)Cc2ccccc2)cc1
9: C=C1N2CCC(CC2)C1(O)c1ccc(C)cc1 (stereo not drawn)
10: CCN1C(=O)NC(=O)/C(=C\c2cn(CC(=O)N3CCCC3)c3ccccc23)C1=O

compound no.,1,2,3,4,5,6,7,8,9,10
HP1b chromo inh,5.6%,8.0%,41.2%[activator],42.5%[activator],16.3%,20.2%,49.0%[activator],91.0%[activator],5.4%,14.9%
BLM inh,-0.5%,-9.8%,x,124.1%[activator],5.2%,-4.9%,-1.1%,-2.2%,-1.5%,0.2%
GLS inhibitor,8.3%,1.2%,8.8%,5.4%,x,-22.2%,12.4%,5.6%,-19.3%,-2.9%
G9a inh,-38.4%[59 µM],-2.2%,7.2%[2.33 µM],21.2µM*!,x,u,11.0%,x,0.5%[59 µM],-44.8%
Pin1 inhibitor,3.5%,10.0%,5.9%,-2.5%,3.3%,21.9%,-2.1%,1.8%,2.2%,6.8%
POLI inh,7.5%,64.5%[activator],21.6%,14.1µM*!,26.2%,157.5%[activator],7.0%,17.5%,9.5%,u
BAZ2B block,4.1%,-22.7%,4.4%,56.2µM*,x,-3.2%,1.2%,74.9%[activator],-4.7%,2.3%
Tb PGK inh,-8.4%,1.9%,-5.0%,-9.0%,x,-2.2%,-8.6%,4.0%,i,-4.2%
JMJD2A Tudor,-15.7%,-32.1%,4.4%,-8.6%,-14.5%,-19.3%,-4.1%,64.4%[activator],-14.4%,-14.1%

11: COC1=CC=C2[C@H]3Cc4ccc(OC)c5c4[C@@]2(CCN3C)[C@H]1O5

compound no.,11
HP1b chromo inh,15.5%
BLM inh,-9.9%[21.4 µM]
GLS inhibitor,3.7%[20 µM]
G9a inh,-5.9%[5.15 µM]
Pin1 inhibitor,u
POLI inh,180.3%[activator]
BAZ2B block,-3.1%
Tb PGK inh,-4.5%
JMJD2A Tudor,-21.6%

This part in full (from the top)
1: CCC1(CC)C(=O)NC(=Nc2cccc(C(F)(F)F)c2)NC1=O
2: COc1cc(CN=C(C)c2c(O)n(C3CCCCC3)c(=O)[nH]c2=O)cc(OC)c1
3: Cc1cnc(-n2c(=S)[nH]c3ccccc3c2=O)s1
4: Cc1c2ccncc2c(C)c2c1[nH]c1ccccc12
5: O=P1(Oc2ccccc2)CC(O)C(O)C(COCc2ccccc2)O1 (stereo not drawn)
6: O=C(CN1CC=C(c2ccccc2)CC1)NC(=O)NCc1ccccc1
7: COc1ccc(OC)c(/C=N/OC(=O)Nc2ccc(Cl)cc2)c1
8: Cc1ccc(C(=O)COC(=O)Cc2ccccc2)cc1

compound no.,1,2,3,4,5,6,7,8
HP1b chromo inh,5.6%,8.0%,41.2%[activator],42.5%[activator],16.3%,20.2%,49.0%[activator],91.0%[activator]
BLM inh,-0.5%,-9.8%,x,124.1%[activator],5.2%,-4.9%,-1.1%,-2.2%
GLS inhibitor,8.3%,1.2%,8.8%,5.4%,x,-22.2%,12.4%,5.6%
G9a inh,-38.4%[59 µM],-2.2%,7.2%[2.33 µM],21.2µM*!,x,u,11.0%,x
Pin1 inhibitor,3.5%,10.0%,5.9%,-2.5%,3.3%,21.9%,-2.1%,1.8%
POLI inh,7.5%,64.5%[activator],21.6%,14.1µM*!,26.2%,157.5%[activator],7.0%,17.5%
BAZ2B block,4.1%,-22.7%,4.4%,56.2µM*,x,-3.2%,1.2%,74.9%[activator]
Tb PGK inh,-8.4%,1.9%,-5.0%,-9.0%,x,-2.2%,-8.6%,4.0%
JMJD2A Tudor,-15.7%,-32.1%,4.4%,-8.6%,-14.5%,-19.3%,-4.1%,64.4%[activator]

9: C=C1N2CCC(CC2)C1(O)c1ccc(C)cc1 (stereo not drawn)
10: CCN1C(=O)NC(=O)/C(=C\c2cn(CC(=O)N3CCCC3)c3ccccc23)C1=O
11: COC1=CC=C2[C@H]3Cc4ccc(OC)c5c4[C@@]2(CCN3C)[C@H]1O5
12: CCCNC(=O)N1[C@H]2CC[C@@H]1C(C(=O)OC)=C(c1cccc(C#N)c1)C2
13: COc1cccc(C2CCN(CC(=O)Nc3cc(Cl)ccc3OC)CC2O)c1 (stereo not drawn)
14: COc1ccc(-n2c(/C=C3/C(=O)Nc4ccccc43)nc3ccccc3c2=O)cc1
15: C=CCn1c(O)c(C=NC2CCN(Cc3ccccc3)CC2)c(=O)[nH]c1=O
16: O=S(=O)(NC1CCCCCCC1)OCC(Cl)(Cl)Cl

compound no.,9,10,11,12,13,14,15,16
HP1b chromo inh,5.4%,14.9%,15.5%,88.1%[activator],-1.5%,17.7%,38.6%,69.3%[activator]
BLM inh,-1.5%,0.2%,-9.9%[21.4 µM],x,-4.0%,-7.6%,-0.3%,-8.1%
GLS inhibitor,-19.3%,-2.9%,3.7%[20 µM],-3.6%,-7.3%,0.7%,-3.7%,2.3%
G9a inh,0.5%[59 µM],-44.8%,-5.9%[5.15 µM],16.7%[2.33 µM],-10.0%[2.33 µM],-41.1%,0.6%,8.3%
Pin1 inhibitor,2.2%,6.8%,u,-17.5%,-2.7%,-4.8%,-1.2%,2.5%
POLI inh,9.5%,u,180.3%[activator],36.7%[activator],115.6%[activator],33.5%[activator],-1.8%,2.7%
BAZ2B block,-4.7%,2.3%,-3.1%,-5.1%,0.2%,x,5.5%,26.6%
Tb PGK inh,i,-4.2%,-4.5%,-1.0%,-0.1%,11.4%,i,i
JMJD2A Tudor,-14.4%,-14.1%,-21.6%,-10.0%,-7.5%,-8.7%,-1.3%,36.1%[activator]

Sorted by length of the SMILES (rising): three of the compounds above
16: O=S(=O)(NC1CCCCCCC1)OCC(Cl)(Cl)Cl
14: COc1ccc(-n2c(/C=C3/C(=O)Nc4ccccc43)nc3ccccc3c2=O)cc1
10: CCN1C(=O)NC(=O)/C(=C\c2cn(CC(=O)N3CCCC3)c3ccccc23)C1=O

compound no.,16,14,10
HP1b chromo inh,69.3%[activator],17.7%,14.9%
BLM inh,-8.1%,-7.6%,0.2%
GLS inhibitor,2.3%,0.7%,-2.9%
G9a inh,8.3%,-41.1%,-44.8%
Pin1 inhibitor,2.5%,-4.8%,6.8%
POLI inh,2.7%,33.5%[activator],u
BAZ2B block,26.6%,x,2.3%
Tb PGK inh,i,11.4%,-4.2%
JMJD2A Tudor,36.1%[activator],-8.7%,-14.1%

(more compounds)
17: C=CCN1C(=O)C2(C(C(=O)OCC)=C(N)Oc3ccccc32)C2=C1CCCC2=O (stereo not drawn)
18: Cc1ccc(-n2c(-c3cccs3)nc3ccccc3c2=O)cc1
19: Cn1c(O)c(C=NC2CC(C)(C)NC(C)(C)C2)c(=O)n(C)c1=O
20: Cc1ccc(CNCCc2ccccc2F)cc1
21: Brc1cc2c(cc1CN1CCN(c3ccccc3)CC1)OCCO2
22: CCCCc1nn2c(=O)cc(COC(=O)Cc3ccccc3)nc2s1
23: COc1cc2[nH]c(C(=O)N3CCC4(CC3)OCCO4)cc2c(OC)c1OC
24: S=C(Nc1ccc(Cl)cc1)N1CCOCC1
25: Cc1cc(-c2ccccc2)cc(-c2ccccc2)[n+]1CCc1ccccc1
26: Cc1ccc(S(=O)(=O)N[C@@H](CCCCN)C(=O)CCl)cc1

compound no.,17,18,19,20,21,22,23,24,25,26
HP1b chromo inh,20.1%,12.7%,6.5%,39.0%,-11.1%[57 µM],-10.6%,17.8%,45.5%[activator],13.3%,59.1%[activator]
BLM inh,-0.7%,-4.9%,1.0%,7.6%,-6.8%,-0.6%,0.8%,x,x,28.3%
GLS inhibitor,3.8%,21.7%,16.9%,-1.6%,7.8%,-9.2%,14.5%,20.3%,6.8%,15.6%&4.7%
G9a inh,-8.3%[12.7 µM],8.3%[59 µM],-3.5%,0.0%[59 µM],u,0.4%[59 µM],1.0%[0.0925 µM],x,15.4%[2.33 µM],28.2µM*
Pin1 inhibitor,-4.3%,-5.2%,-7.4%,-0.3%,3.9%,-2.4%,-2.1%,-2.0%,-8.4%,u
POLI inh,1.4%,16.7%,-1.1%,-13.6%,18.4%,-13.2%,-17.6%,-0.7%,25.2%,13.7%[58.9 µM]
BAZ2B block,-6.5%,7.7%,-2.2%,0.3%,u,-1.8%,-1.6%,x,6.6%,x
Tb PGK inh,-9.7%,1.7%,-2.6%,-3.8%,9.8%,-5.0%,-4.5%,-12.0%,-8.2%,i
JMJD2A Tudor,-7.5%,-4.1%,-13.5%,-7.3%,u,-20.0%,-15.2%,-5.5%,-14.6%,u
